# KB-V1 MDR tox: KB-V1 MDR subline cytotoxicity; KB-V1 MDR cells viability, CellTiter-Glo, 72 h; Potency, µM (titrated, usually from 46.1 µM), inactives show at the highest dose activity change, negative = cytotoxicity, actives largely listed as cytotoxic; actives 3.4% (n = 400,000); AID 1347076; note: potency is the fitted concentration of half-maximal effect; % is set by controls: 0 for no effect and ±100 for the full control effect; nearly all actives have a fitted effect of over 60% in size
#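 Cells of the MDR subline KB-V1 are plated, dosed with compound at multiple concentrations, and incubated 72 h at 37 degrees C; CellTiter-Glo is then added and luminescence read after 10 min.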
# HT1080 IDH1KD tx: HT-1080 IDH1 knockdown cell toxicity (counter line) | HT-1080 IDH1 knockdown viability, ATP luminescence, 48 h | AID 686971 | Potency, µM (top dose mostly 46.1 µM), inactives show top-dose activity, negative = toxicity, usual class: cytotoxic | actives 2% (n = 360,000);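 note: potency is the fitted concentration of half-maximal effect; 0% = DMSO wells and -100% = cell-free medium wells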
#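 Viability of IDH1-knockdown HT-1080 fibrosarcoma cells was assessed by CellTiter-Glo after 48 h at 37 °C with titrated compound; concentration-effect curves were classified by fit quality and response size.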
# SW480 rereplic: induces DNA re-replication in SW480 colon adenocarcinoma cells; SW480 DNA re-replication, Hoechst DNA content imaging, 48 h; actives 1.8% (n = 340,000); Potency, µM (top dose mostly 46.1 µM), for the others: at the highest dose re-replication activation, actives largely listed as activators; note: potency is the fitted concentration of half-maximal effect; % of control where 0% means no effect; nearly all actives have a fitted effect of over 55% in size
#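 Image-based DNA-content assay: after two days of treatment, nuclei were labelled with the DNA dye Hoechst and imaged, and hits were compounds raising the count of nuclei showing high fluorescence intensity.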
# HT1080-NT tox: kills 2HG-producing HT-1080-NT fibrosarcoma cells. HT-1080-NT fibrosarcoma viability, CellTiter-Glo ATP luminescence, 48 h. Potency, µM (titrated, usually from 46.1 µM), without a hit: at the highest dose activity, negative = less viability, hits mostly cytotoxic. actives 1.6% (n = 360,000). AID 686970;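 note: NT is the 2HG producing partner of a matched IDH1 knockdown line; potency is the fitted concentration of half-maximal effect; 0% = DMSO-treated cells and -100% = media-only wells without cells; nearly all actives have a fitted effect of over 55% in size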
#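 750 cells/well, RPMI + 5% FBS; 2 h settle, compound pin-transfer, 48 h at 37 degrees C. CellTiter-Glo 10 min RT, luminescence. Normalized to DMSO and media-only wells.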
# KB-3-1 tox: kills parental KB-3-1 adenocarcinoma cells; KB-3-1 viability, CellTiter-Glo ATP luminescence, 72 h; Potency, µM (titrated, usually from 46.1 µM), for the others: top-dose activity change, negative = cytotoxic, actives largely listed as cytotoxic; actives 1.4% (n = 400,000); note: potency is the fitted concentration of half-maximal effect; % is set by controls: 0 for no effect and ±100 for the full control effect; nearly all actives have a fitted effect of over 60% in size
#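 Cells are dispensed, compounds pinned in, plates held at 37 °C for 72 h, then CellTiter-Glo is added and luminescence read after 10 minutes. Cell line: parental KB-3-1 in phenol-red-free DMEM, 10% FBS.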
# MCF10A rerep: induces DNA re-replication in MCF 10a normal breast cells | MCF 10A DNA re-replication, Hoechst nuclear intensity, 48 h | Potency, µM (doses to about 46.1 µM), inactives show at the top dose activity, positive = re-replication, most hits filed as activators | actives 2.9% (n = 350,000); note: potency is the fitted concentration of half-maximal effect; % of control where 0% means no effect; nearly all actives have a fitted effect of over 50% in size
# WRN helicase inh: WRN helicase (human) inhibition. Q14191. WRN helicase unwinding, fluorescent forked duplex, kinetic. Potency, µM (series often up to 114 µM), for the others: top-dose activity change, negative = inhibition, most hits filed as inhibitors. actives 0.46% (n = 360,000); note: potency is the fitted concentration of half-maximal effect; % is set by controls: 0 for no effect and ±100 for the full control effect; nearly all actives have a fitted effect of over 55% in size
# Target sequence (Q14191 whole entry, looked up): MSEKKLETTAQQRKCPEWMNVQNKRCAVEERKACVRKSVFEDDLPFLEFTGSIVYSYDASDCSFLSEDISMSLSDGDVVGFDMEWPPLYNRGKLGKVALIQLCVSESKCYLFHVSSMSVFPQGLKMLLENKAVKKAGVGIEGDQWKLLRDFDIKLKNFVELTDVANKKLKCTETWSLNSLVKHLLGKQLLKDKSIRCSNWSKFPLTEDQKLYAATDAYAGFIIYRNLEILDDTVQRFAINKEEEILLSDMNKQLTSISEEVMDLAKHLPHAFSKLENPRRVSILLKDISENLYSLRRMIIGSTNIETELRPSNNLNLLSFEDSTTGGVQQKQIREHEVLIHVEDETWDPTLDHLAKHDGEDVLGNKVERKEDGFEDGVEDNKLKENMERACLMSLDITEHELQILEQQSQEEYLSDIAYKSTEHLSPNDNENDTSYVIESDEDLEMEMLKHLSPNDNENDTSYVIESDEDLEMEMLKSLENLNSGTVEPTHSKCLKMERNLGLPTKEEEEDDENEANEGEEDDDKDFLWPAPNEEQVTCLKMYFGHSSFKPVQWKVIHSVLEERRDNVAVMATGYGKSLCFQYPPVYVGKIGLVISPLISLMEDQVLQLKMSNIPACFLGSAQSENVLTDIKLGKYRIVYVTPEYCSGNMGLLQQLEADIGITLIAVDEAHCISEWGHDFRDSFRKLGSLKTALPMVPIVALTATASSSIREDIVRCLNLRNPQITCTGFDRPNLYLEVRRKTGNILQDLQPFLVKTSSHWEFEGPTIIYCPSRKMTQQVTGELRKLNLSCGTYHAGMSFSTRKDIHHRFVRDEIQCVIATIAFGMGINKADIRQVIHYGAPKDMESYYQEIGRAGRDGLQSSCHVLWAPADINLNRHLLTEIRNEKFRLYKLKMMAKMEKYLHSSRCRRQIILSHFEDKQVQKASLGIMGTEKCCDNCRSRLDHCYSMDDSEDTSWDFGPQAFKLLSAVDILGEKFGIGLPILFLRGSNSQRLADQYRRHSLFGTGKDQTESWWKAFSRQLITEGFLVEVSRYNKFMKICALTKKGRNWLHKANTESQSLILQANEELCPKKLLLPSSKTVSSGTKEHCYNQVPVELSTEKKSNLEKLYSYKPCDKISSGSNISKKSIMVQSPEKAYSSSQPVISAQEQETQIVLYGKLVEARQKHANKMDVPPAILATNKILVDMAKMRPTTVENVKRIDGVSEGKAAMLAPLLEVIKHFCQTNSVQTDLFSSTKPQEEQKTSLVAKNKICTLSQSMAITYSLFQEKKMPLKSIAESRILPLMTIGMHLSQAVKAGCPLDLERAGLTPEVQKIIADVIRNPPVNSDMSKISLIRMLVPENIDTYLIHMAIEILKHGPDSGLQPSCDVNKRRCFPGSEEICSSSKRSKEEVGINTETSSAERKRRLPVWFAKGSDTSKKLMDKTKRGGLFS
#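 Fluorescence dequenching readout, ex 525 nm/em 598 nm, kinetic mode: forked duplex DNA (100 nM final) with adjacent fluorophore and quencher unwound by WRN (20 nM final) with 2 mM ATP. Compound preincubation 15 min, room temperature.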
# ATXN2 expr inh: reduces ATXN2 reporter expression in HEK-293 cells | AID 1745845 | HEK-293 ATXN2-luciferase reporter, luminescence, 24 h | actives 0.72% (n = 360,000) | Potency, µM (highest dose often 57 µM), inactives show at the top dose activity change, negative = inhibition, usual class: inhibitors; note: potency is the fitted concentration of half-maximal effect; % is set by controls: 0 for no effect and ±100 for the full control effect; nearly all actives have a fitted effect of over 55% in size
#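 ATXN2-luciferase reporter cells (luciferase flanked by upstream and downstream ATXN2 gene portions) were treated 24 h at 37 °C with compounds at up to 57 uM. SteadyGlo luminescence gave expression; GF-AFC fluorescence gave viability.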
# IL1B secr inh: inflammasome signaling inhibition, IL-1 beta readout; THP-1 LPS/ATP IL-1B secretion, AlphaLISA, 16 h; hits give low values; activity change, % at 57.5 µM; actives 4.7% (n = 360,000); in the data active = activity change below about -50%; inconclusive = mostly about -30% to -49%; note: % is set by controls: 0 for no effect and ±100 for the full control effect
#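 Secreted IL-1B measured by AlphaLISA bead assay after 16 h compound exposure of THP-1 cells; compounds (final up to 57.5 uM) added 1 h before LPS (250 ng/mL) and ATP (1.25 mM) stimulation; lower signal means less secretion.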
# An asterisk follows results filed as active; ? = inconclusive; . = no result given; [ ] = dose if it differs, or a comment. Unless noted, calls come from the whole dose curve; as a rule, active = well fitted curve in the direction sought with a large enough effect; inconclusive = small, poorly fitted or top-dose-only effect, or another doubt; inactive = no such curve, though single readings can be large; an effect the other way counts as inactive or inconclusive. No enrichment for hits, and some 12% of all compounds hit somewhere here.
SMILES,KB-V1 MDR tox,HT1080 IDH1KD tx,SW480 rereplic,HT1080-NT tox,KB-3-1 tox,MCF10A rerep,WRN helicase inh,ATXN2 expr inh,IL1B secr inh
Cc1ccc2nc(SCC(=O)Nc3ccc(C)c(Cl)c3)nc(=O)n2c1,1%,0%,-7%,-1%,0%,2%,-22%,25%,-7
COc1ccccc1N1C(=O)Cc2ccccc2C1=O,28%,13%,-8%,11%,31%,-1%,1%,1%,20
COc1nc(-c2ccccc2)nnc1-c1ccccc1,-14%,-6%,1%,-17%,-3%,-1%,-7%[57.1 µM],62%[activator][11.3 µM],20
CC1CCN(C(=O)CSC2=NS(=O)(=O)c3cc(F)ccc3N2)CC1,11%,7%,-89%[inhibitor],25%,11%,13%,-9%,0%,0
O=C(NCC1COc2ccccc2O1)c1ccc(Br)s1 (configuration not stated),0%,-11%,12%,-7%,-2%,-5%,3%,13%,-72*
OC1(c2cccc(C(F)(F)F)c2)CCN(Cc2nnnn2Cc2ccccc2)CC1,-28%,-25%,-3%,-10%,1%,0%,-3%,-27%,-70*
S=C(NCc1ccccc1)NNc1ccccc1,-16%,?,1%,?,-2%,-2%,1%,-6%,5
COCCCN1C(=O)C(=O)/C(=C(/O)c2ccc(S(=O)(=O)N3CCOCC3)cc2)C1c1ccc(F)cc1 (configuration not stated),3%,-3%,-43%[inhibitor],0%,3%,16%,-7%,1%,15
N#CCCN(C1CCCCC1)S(=O)(=O)c1cccc2nsnc12,-5%,3%,2%,9%,3%,-3%,-6%[57.1 µM],-5%,-3
Cc1cc(C)nc(NS(=O)(=O)c2ccc(NC(=O)Cn3c(=O)oc4ccccc43)cc2)n1,?,1%,-16%,6%,-4%,6%,-2%,-7%,4
Cc1onc(-c2ccccc2)c1C(=O)NCc1cccnc1,4%,8%,-22%,12%,10%,-4%,-1%,0%,0
COc1cc(NC(=O)[C@H]2CSCN2C(=O)[C@@H]2CCC(=O)N2)cc(OC)c1OC,10%,-12%,-7%,10%,-7%,-1%,-4%,10%,14
Cc1cc(C(=O)NCCCc2ccccc2)no1,-1%,4%,-1%,5%[9.24 µM],-7%,-3%,-12%,23%,0
C[C@@H]1CN([C@H](C)CO)C(=O)CCCn2nncc2CO[C@H]1CN(C)C(=O)c1ccc2ccn(C)c2c1,18%,4%,.,14%,?,.,-6%,3%,2
Cc1ccccc1/C(N)=N/O,26%,28%,-1%,25%,20%,-2%,1%,5%,10
CCN(C(=O)CSc1nnc(NCc2ccccc2)s1)C1CCS(=O)(=O)C1 (configuration not stated),5%,2%,-44%[inhibitor],9%,0%,13%,1%,.,-9
Cc1ccccc1-n1c(=O)n(Cc2ccccc2)c(=O)c2[nH]cnc21,-10%,-4%,-12%,-2%,-8%,12%,8%,-19%,22
Cc1ccc(C(=O)NNC(=O)C2CCN(S(=O)(=O)c3ccc(Cl)cc3)CC2)cc1,?,4%,?,-4%,5%,-60%[inhibitor],1%,0%,7
Cc1ccccc1-c1cnc(C(O)c2c(C)ccc3ccccc23)[nH]1 (configuration not stated),-3%,-27%,.,-27%,0%,.,-11%,-16%,-9
COc1cc(/C=N/n2c(-c3cc(C)[nH]n3)n[nH]c2=S)cc(OC)c1OC,?,9%,-28%,7%,6%,32%,-10%,2%,35

# An excerpt from above in order of SMILES length, low to high:
SMILES,KB-V1 MDR tox,HT1080 IDH1KD tx,SW480 rereplic,HT1080-NT tox,KB-3-1 tox,MCF10A rerep,WRN helicase inh,ATXN2 expr inh,IL1B secr inh
Cc1ccccc1/C(N)=N/O,26%,28%,-1%,25%,20%,-2%,1%,5%,10
N#CCCN(C1CCCCC1)S(=O)(=O)c1cccc2nsnc12,-5%,3%,2%,9%,3%,-3%,-6%[57.1 µM],-5%,-3
Cc1ccccc1-n1c(=O)n(Cc2ccccc2)c(=O)c2[nH]cnc21,-10%,-4%,-12%,-2%,-8%,12%,8%,-19%,22
C[C@@H]1CN([C@H](C)CO)C(=O)CCCn2nncc2CO[C@H]1CN(C)C(=O)c1ccc2ccn(C)c2c1,18%,4%,.,14%,?,.,-6%,3%,2

# (next part)
SMILES,KB-V1 MDR tox,HT1080 IDH1KD tx,SW480 rereplic,HT1080-NT tox,KB-3-1 tox,MCF10A rerep,WRN helicase inh,ATXN2 expr inh,IL1B secr inh
O=C(NCCN1CCOCC1)c1cc(-c2ccccc2Cl)nc2ccccc12,?,-5%,0%,1%,1%,9%,-27%,5%,4
C/C(=N\Oc1cccc(F)n1)c1ccc(Cl)cc1Cl,?,3%,-3%,7%,12%,-3%,2%,1%,1
CC1=[N+]([O-])C(C)(C)CC(C)(C)c2ccccc21,-1%,-4%,2%,-2%,-2%,-4%,3%,-1%,1
C#Cc1ccc([C@H]2C=C(C(=O)N3CCN(Cc4ccc5c(c4)OCO5)CC3)O[C@@H](OCc3ccc(CO)cc3)C2)cc1,9%,-5%,?,-1%,3%,26µM*,-8%,-4%,0
CC(=O)Nc1ccc(C(=O)OCc2ccc(F)cc2)cc1,?,1%,1%,-11%,-20%,6%,-11%,17%,10
COc1ccc(NC(=O)C2C(c3ccc4c(c3)OCO4)=Nc3ccccc3N2C(C)=O)cc1 (configuration not stated),-29%,-17%,.,-15%,-7%,.,-2%,.,-7
CC1(C)OC(=O)N(Cc2ccco2)C1(C)O (configuration not stated),-4%,11%,-12%,16%,-5%,-5%,-5%,11%,42
COc1ccc(C(C(=O)NC(C)(C)C)N(Cc2ccccc2)C(=O)CCC(=O)Nc2cc(C)on2)cc1 (configuration not stated),-2%,-12%,-6%,-12%,1%,2%,-3%,.,24
Cc1oc(-c2ccc(Cl)cc2)nc1CS(=O)CC(=O)NCCN1CCCCCC1 (configuration not stated),3%,-7%,?,-6%,-6%,20%,7%,.,-25
Cc1cc2n(n1)C(c1c[nH]c3ccccc13)Nc1ccccc1-2 (configuration not stated),?,-15%,-1%,-6%,7%,?,-8%,-2%,7
O=C(c1cc(COc2ccc3ncccc3c2)on1)N1CCCCCC1,-55%,?,?,3.7µM*,?,9%,-4%,-5%[11.3 µM],-11
COc1ccc(-c2nn(-c3ccccc3C)cc2CNCc2cccnc2)cc1F,-27%,-11%,-1%,-20%,15%,16%,-10%,-2%,20
COc1ccc2cc(OC)c(C(=O)N3CCOCC3)cc2c1,7%,5%,-15%,1%,22%,1%,-6%[57.1 µM],13%[11.3 µM],21
Cc1cc(F)ccc1S(=O)(=O)N(CC(=O)N1CCOCC1)CC(=O)N1CCOCC1,2%,2%,19%,-2%,-4%,12%,1%,10%,2
NS(=O)(=O)c1ccc(NC(=O)CCCCC(=O)Nc2ccc(S(N)(=O)=O)cc2)cc1,?,-24%,18%,-2%,28%,6%,-8%,-22%,44
CSCC[C@H](NC(=O)Cc1c(C)c2cc3c4c(oc3cc2oc1=O)CCCC4)C(=O)O,0%,-6%,-24%,3%,-1%,-1%,13%,.,-4
Cc1ccc(S(C)(=O)=O)cc1C(=O)OCC(=O)N(Cc1ccccc1)Cc1ccccc1,?,-4%,-4%,-12%,-9%,22%,-7%,.,-3
CN1C(=O)[C@H]2[C@@H](c3ccc(C(F)(F)F)cc3)N[C@]3(CCCN(CC4CCCCC4)C3=O)[C@H]2C1=O,0%,4%,.,-3%,17%,.,6%,-4%,-14
CCCCN(C)C(=O)c1cc2c(Cl)nc3ccccc3c2s1,0%,-22%,12%,-1%,-1%,?,9%,-12%,?
CCN(CC)CCNC(=O)c1ccc(NC(=O)/C=C/c2cc(OC)c(OC)c(OC)c2)cc1,?,?,-5%,-13%,-15%,29%,-14%,-9%,?
Cc1nnc(SCC(=O)Nc2nsc(-c3ccc(Cl)cc3)n2)s1,?,7%,5%,2%,-5%,2%,-8%,-1%,?
CC(O)CNc1cnccn1 (configuration not stated),0%,14%,-4%,8%,-4%,-3%,-4%,10%,44
Cc1ccc2nc(-c3ccncc3)cc(C(=O)NCc3ccccc3F)c2c1,-17%,3%,-6%,-2%,-1%,4%,-1%,-5%,24
O=C(NC(C(=O)O)c1ccccc1)c1ccc(S(=O)(=O)N2CCOCC2)cc1 (configuration not stated),-5%,3%,-4%,5%,0%,5%,0%,-7%,5
CCOn1c(=O)c(C)[n+]([O-])c2ccccc21,12%,-1%,-6%,11%,3%,2%,-11%,-4%,12
COc1ccc(NC(=O)CSc2nnc3ccc(-c4cccnc4)nn23)c(OC)c1,-4%,14%,27%,11%,7%,2%,5%,1%,-10
Cc1ccc(S(=O)(=O)NCCC(=O)NC2CCCCCC2)cc1,-7%,-5%,15%,1%,-3%,-8%,-6%,-8%,19
CC(CC(=O)Nc1ccc2c(c1)c(=O)n(C)n2Cc1ccc(Cl)cc1)C(F)(F)F (configuration not stated),-2%,-14%,.,-11%,0%,.,-5%,-6%,-17
C/C(=N\NC(=O)Nc1ccccc1)c1ccc2ccccc2c1,?,-12%,10%,?,0%,18%,-3%,1%,5
CCc1c(C)nc2c(OC)cccc2c1SCCC(=O)O,?,12%,-27%,8%,1%,-7%,-21%,-8%,16
O=C(CCC(=O)N1CCOCC1)c1ccc(F)cc1,4%,23%,-14%,14%,1%,-5%,-18%,-11%,17
COc1ccccc1Nc1nc(N)nc(CN2CCN(Cc3ccc4c(c3)OCO4)CC2)n1,-1%,-8%,-49%[inhibitor],-17%,3%,?,-2%,-17%,?
OC(c1ccccc1)c1nc2ccccc2[nH]1 (configuration not stated),-6%,19%,1%,1%,0%,1%,0%,-16%,-4
CC(=O)Oc1cccc(N2C(=O)C3C4C=CC(CC4)C3C2=O)c1 (configuration not stated),6%,2%,-5%,6%,2%,-2%,-1%,2%,23
COc1cccc(OC)c1C(=O)N1CCN(Cc2ccc3c(c2)OCO3)CC1,-2%,1%,-6%,2%,0%,-2%,-15%,-10%,3
